# Assay outcomes: PubChem BioAssay, National Center for Advancing Translational Sciences (NCATS)
# KCNH2 3.1 block = blocks the human KCNH2 3.1 channel isoform | U2OS KCNH2 3.1, thallium flux FluxOr; active compounds read low | activity change, % (tested at about 1.8 µM) | 340,000 tested, 0.95% active | AID 720553;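 active = maximum activity change below -70%; inconclusive = maximum activity change from -70% to -50%; inactive = maximum activity change above -50%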;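 note: thallium influx rate constant from kinetic fluorescence after stimulation buffer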
#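 Virally transduced U2OS (3.1 isoform, 4 h infection in dark at RT) → overnight 37 C → FluxOr + Red40 in HBSS/HEPES, 45 min → stimulation buffer, 2 min kinetic read → rate constant vs DMSO controls.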
# GALK inhibitor = blocks human galactokinase activity | Purified GALK, Kinase-Glo residual ATP luminescence | Potency, µM (series often up to 57.5 µM), without a hit: at the highest dose activity change, negative = inhibition, hits mostly inhibitors | AID 1868 | P51570 | 270,000 tested, 0.007% active; note: potency is the fitted concentration of half-maximal effect
# Target sequence (P51570 whole entry, looked up): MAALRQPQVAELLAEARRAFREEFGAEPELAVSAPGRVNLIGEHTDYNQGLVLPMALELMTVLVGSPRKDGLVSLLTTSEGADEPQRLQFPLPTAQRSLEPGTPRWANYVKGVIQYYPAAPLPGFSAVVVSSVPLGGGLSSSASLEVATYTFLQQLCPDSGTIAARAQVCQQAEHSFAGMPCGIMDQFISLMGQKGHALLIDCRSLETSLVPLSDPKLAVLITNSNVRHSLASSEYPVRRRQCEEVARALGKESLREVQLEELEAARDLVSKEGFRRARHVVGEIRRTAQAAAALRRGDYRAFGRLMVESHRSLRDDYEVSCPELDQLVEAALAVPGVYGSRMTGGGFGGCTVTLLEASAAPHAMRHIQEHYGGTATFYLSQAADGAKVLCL
#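 Human GALK (5 nM) with 35 uM ATP and 100 uM galactose in 20 mM HEPES pH 8.0, 5 mM MgCl2, 60 mM NaCl, 1 mM DTT, 0.01% BSA. After 1 h at room temperature, leftover ATP was read by Kinase-Glo Plus luminescence.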
# USP2a inh = inhibitors of human ubiquitin-specific protease USP2a; USP2 core, Ub-CHOP2 coupled fluorogenic reporter, 485/531; 330,000 tested, 0.01% active; Potency, µM (titrated, usually from 38.3 µM), without a hit: at the top dose activity change, negative = inhibition, hits mostly inhibitors; O75604;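 note: potency is the fitted concentration of half-maximal effect; plate controls were DMSO wells for no effect and full inhibition by NEM control for full effect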
# Target sequence (O75604 whole entry, looked up): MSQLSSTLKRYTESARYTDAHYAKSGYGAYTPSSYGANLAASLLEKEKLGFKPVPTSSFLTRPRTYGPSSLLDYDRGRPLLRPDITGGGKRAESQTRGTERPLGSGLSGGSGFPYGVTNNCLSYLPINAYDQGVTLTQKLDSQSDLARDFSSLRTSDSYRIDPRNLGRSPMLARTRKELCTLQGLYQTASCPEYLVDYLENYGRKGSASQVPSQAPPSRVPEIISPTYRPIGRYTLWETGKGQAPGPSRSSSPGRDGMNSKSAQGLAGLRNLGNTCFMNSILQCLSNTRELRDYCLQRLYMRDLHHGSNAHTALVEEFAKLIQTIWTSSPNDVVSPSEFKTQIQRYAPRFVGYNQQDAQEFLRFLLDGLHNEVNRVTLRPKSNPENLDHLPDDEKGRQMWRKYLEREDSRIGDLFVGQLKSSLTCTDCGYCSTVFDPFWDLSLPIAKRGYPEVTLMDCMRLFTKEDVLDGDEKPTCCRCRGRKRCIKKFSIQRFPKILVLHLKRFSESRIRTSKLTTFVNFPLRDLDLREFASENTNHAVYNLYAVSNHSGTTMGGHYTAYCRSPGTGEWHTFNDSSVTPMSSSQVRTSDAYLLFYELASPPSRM
#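 USP2 core (10nM final) preincubated 30min RT with compound in 20mM Tris-HCl pH 8.0, 2mM CaCl2, 2mM beta-mercaptoethanol, 0.05% CHAPS; 25nM Ub-CHOP2 plus 25nM reporter substrate added, fluorescence (Ex485/Em531) read after 60min.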
# Eya2 phos inh = inhibitors of human Eya2 phosphatase activity; O00167; recombinant Eya2, OMFP fluorescence dephosphorylation (OMFP is methylfluorescein phosphate); Potency, µM (series often up to 76.9 µM), for inactives: at the highest dose activity, negative = inhibition, actives largely listed as inhibitors; 330,000 tested, 0.006% active; note: potency is the fitted concentration of half-maximal effect
#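 Eya2 protein (added as 0.2 uM solution) was preincubated with compound for 10 min at ambient temperature in 50 mM HEPES pH 7.5, 50 mM NaCl, 5 uM MgCl2, 0.05% BSA, 1 mM DTT. OMFP (added at 50 uM) then reacted 10 min; fluorescence read at 485/525 nm.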
# B2AR arrestin = agonists driving beta-arrestin recruitment to human beta2-adrenergic receptor | beta-arrestin recruitment to beta2AR, cell-based reporter | Potency, µM (series often up to 46.1 µM), for inactives: top-dose activation, hits mostly activators | 330,000 tested, 0.02% active | AID 492947;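 note: potency is the fitted concentration of half-maximal effect; 0% = DMSO controls and full agonism = EC100 isoproterenol or metaproterenol; nearly all actives have a fitted effect of over 65% in size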
# Coupling enz = counter-screen for Giardia aldolase inhibitors: coupling enzyme system; coupling enzyme system counterscreen, AmpLite Red fluorescence; 290,000 tested, 0.67% active; activity change, negative = inhibition, % at 58.2 µM, hits read low; in the data active = activity change below about -30%
#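 First, compound is pin-transferred into glyceraldehyde-3-phosphate coupling-enzyme reagent at 57.5 uM final and held 10 min at RT. Next, substrate, coupling system and AmpLite Red are added. After 20 min RT, fluorescence (525/598 nm) is read.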
# Chronic BCR inh = chronic active BCR signaling inhibition | ABC-DLBCL IkBa-CBG/CBR reporter, luminescence ratio, 4 h | Potency, µM (doses to about 46.1 µM), inactives show top-dose ratio change, negative = lower green/red ratio, most hits filed as inhibitors | 340,000 tested, 0.05% active | AID 493014; active = well fitted inhibition curve with a large enough effect in the signal ratio, with a control signal flat, not every such curve was filed as active; inconclusive = small, poorly fitted or top-dose-only effect, or effect the other way, or a change in a side signal; the % refers to the signal ratio;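 note: potency is the fitted concentration of half-maximal effect; plate controls were basal doxycycline-induced cells for no effect and cells given 10 µM MG132 for full effect; MG132 reads +100%, hits lower the ratio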
#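 Doxycycline induced both beetle luciferases in TMD8 lymphoma cells; IKK-driven degradation limits the IkappaBalpha-fused green signal, while red luminescence normalises for cell number and nonspecific effects. Compounds tested up to 46 uM, 4 hrs.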
# uPA generation = cell surface uPA generation inhibition; AID 540303; Potency, µM (series often up to 38.3 µM), for the others: top-dose activity change, negative = inhibition, actives largely listed as inhibitors; cell surface uPA generation assay, qHTS; 330,000 tested, 0.31% active; active = well fitted inhibition curve with a large enough effect; inconclusive = small, poorly fitted or top-dose-only effect; inactive = no such curve, though single readings can be large or run the other way; tested in mouse RAW 264.7 cells; note: potency is the fitted concentration of half-maximal effect; nearly all actives have a fitted effect of over 55% in size
# Giardia kill = kills Giardia lamblia. Giardia lamblia trophozoite viability. activity change, % at 7.66 µM, hits read low. 340,000 tested, 0.15% active; in the data active = activity change below about -80%; inconclusive = between about -30% and that limit;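 note: parasites exposed to compound for two days anaerobically before the ATP read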
#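 Trophozoites 100 cells/well + cpd; 48 hrs, 37 deg C, anaerobic. ATPLite 1-Step added, 15-30 min RT, luminescence read (ATP-based viability).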
# PKM2 activator = increases activity of human pyruvate kinase M2 | purified PKM2, Kinase-Glo ATP luminescence, activation; response scale: 0% is enzyme alone, no compound | 260,000 tested, 0.34% active | Potency, µM (doses to about 57.5 µM), for the others: at the highest dose activation, most hits filed as activators | AID 1631; note: potency is the fitted concentration of half-maximal effect; nearly all actives have a fitted effect of over 55% in size
#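 hPK-M2, >95% pure; 0.1 mM ADP / 0.5 mM PEP final; imidazole pH7.2 buffer w/ 7 mM MgCl2, 50 mM KCl; 1 h RT; Kinase-Glo lum. Intermediate enzyme activity for dual inhibitor/activator qHTS.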
# KCNH2 WT inh = inhibitors of human wildtype KCNH2 potassium channel. 340,000 tested, 0.37% active. activity change, % at 1.84 µM. U2OS, BacMam KCNH2, thallium flux FluxOr; active compounds read low. AID 720551;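 active = maximum activity change below -70%; inconclusive = maximum activity change between -70% and -50%; inactive = maximum activity change above -50%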
#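 U2OS cells were transduced with wild-type KCNH2 virus (2.03 x 10^8 / mL) for 4 h at room temperature, then cultured overnight at 37 C. Thallium flux was read with FluxOr dye. Rate constants were normalized to DMSO controls.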
# An asterisk follows results filed as active; u = inconclusive; x = no result given; [ ] = another dose, or the depositor's remark. Unless noted, calls come from the whole dose curve; as a rule, active = well fitted curve in the direction sought with a large enough effect; inconclusive = small, poorly fitted or top-dose-only effect, or another doubt; inactive = no such curve, though single readings can be large; an effect the other way counts as inactive or inconclusive. Unless noted, % is set by controls: 0 for no effect and ±100 for the full control effect.
structure | KCNH2 3.1 block | GALK inhibitor | USP2a inh | Eya2 phos inh | B2AR arrestin | Coupling enz | Chronic BCR inh | uPA generation | Giardia kill | PKM2 activator | KCNH2 WT inh
CCCOC1CCCN(C(=O)c2ccc(OC)c(OC3CCN(C(C)C)CC3)c2)C1 (configuration not stated) | 0 | 5% | 0% | -16% | 3.0% | 0 | 5% | -6% | 1 | 2% | -1
CCCC1(C(=O)O)NC(c2ccc(OC)cc2O)C2C(=O)N(c3ccc(OC)cc3)C(=O)C21 (configuration not stated) | 12 | 0% | 2% | 14% | 0.2% | -1 | -2% | 11% | 2 | -11% | -20
Cc1cc(OCC(=O)OCC(=O)NC2CCCCC2C)ccc1Cl (configuration not stated) | -1 | x | -2% | 2% | 0.0% | x | 5% | 12% | 36[activator] | x | 2
COc1ccc(N2CCN(C(=O)COC(=O)/C=C/c3ccc(C(F)(F)F)cc3)CC2)cc1 | 0 | x | -1% | 17% | -0.4% | x | -3% | 6% | 2 | x | 13
Cc1csc(SCC(=O)Nc2cccc3nsnc23)n1 | -5 | 0% | 1% | -24% | -0.1% | -2 | u | 2% | -13 | 23% | 15
COc1ccccc1OCCC(=O)Nc1nc(C)cs1 | -7 | -1% | 8% | -13% | -0.6% | 1 | 13% | -11% | 0 | 2% | 4
c1ccc(NC2=NCCN2CCC2CCCC2)cc1 | 4 | x | 0% | 4% | 0.8% | 1 | -28% | 12% | -15 | 0% | 9
COc1ccc(S(=O)(=O)N2CCC(C(=O)NCc3cccnc3)CC2)cc1OC | 8 | 1% | 0% | 9% | 0.2% | 3 | 0% | 2% | -21 | 2% | 2
O=C(Nc1ccccc1N(C(=O)c1ccco1)S(=O)(=O)c1cccs1)c1ccco1 | -2 | 0% | 3% | 0% | -1.2% | -2 | u | -3% | 3 | 3% | -4
CC(C)CC(NS(=O)(=O)OCC(Cl)(Cl)Cl)c1ccccc1 (configuration not stated) | -21 | x | 2% | -3% | 0.2% | 0 | u | 6% | 2 | 0% | -4
Cc1ccc(C(=O)C[n+]2cccc3cc(C)ccc32)cc1 | -19 | 1% | 4% | -8% | 0.0% | -1 | -13% | -4% | 8 | -4% | 5
Cc1nn(CC(=O)NCCCN2C(C)CCCC2C)c(=O)c2cc3occc3n12 (configuration not stated) | -17 | -4% | 3% | -3% | 0.4% | x | 2% | 0% | 3 | x | -17
O=C(Cn1cc([N+](=O)[O-])ccc1=O)NCc1ccc(Cl)cc1Cl | -23 | -3% | 2% | -5% | 0.4% | x | 0% | -6% | 6 | -10% | -10
NC(=O)c1c(NC(=O)C2CC=CCC2C(=O)O)sc2c1CCCCC2 (configuration not stated) | 3 | -8% | 1% | 16% | -1.8% | 6 | 3% | -2% | 8 | -4% | -22
COC(=O)C1=C(C(=O)OC)[C@@H]2N(C)c3ccc(OC)cc3[C@@]23C[C@@H](C(=O)OC)N(C(=O)COCc2ccccc2)C3=N1 | 1 | x | x | x | x | 0 | x | 8% | -18 | -6%[11.5 µM] | -17
COc1ccc(CCNC(=O)c2cccc(-n3cnnn3)c2)cc1 | -8 | x | -1% | -5% | 2.9% | x | -13% | -3% | -11 | x | 4
CN(Cc1ccccc1)C(=O)c1[nH]cnc1C(=O)NCC(=O)OC(C)(C)C | -12 | x | 0% | 2% | -1.1% | 6 | -15% | -2% | 2 | -4% | -11
CC(C)CC(NS(=O)(=O)c1ccccc1)C(=O)O (configuration not stated) | -8 | 5% | 4% | 5% | 0.0% | 1 | 0% | 2% | -7 | 0% | 16
COCCNC(=O)C(c1ccc(C)o1)N(CC1CCCO1)C(=O)Cn1nnc2ccccc21 (configuration not stated) | -10 | 0% | -2% | -1% | -0.5% | 0 | 6% | 1% | -3 | -1% | 3
CCOC(=O)C1CN(S(C)(=O)=O)c2cc(CC(=O)OC)ccc2O1 (configuration not stated) | 11 | 4% | -2% | -8% | -0.1% | 2 | -1% | 2% | -11 | 21% | -4
CC(NC(=S)NC1CCC(C(C)(C)C)CC1)c1ccccc1 (configuration not stated) | 2 | -6% | -1% | -7% | 0.1% | 1 | 9% | -1% | 6 | 0% | -1
NC[C@H]1O[C@H](O[C@H]2[C@H](O)[C@@H](O[C@H]3O[C@H](CO)[C@@H](O)[C@H](N)[C@H]3O)[C@H](N)C[C@@H]2N)[C@H](N)C[C@@H]1O | 4 | -1% | 4% | -2% | -2.3% | -2 | 1% | 8% | u | -10% | -20
COc1cccc(C2NC(=O)CCC2[N+](=O)[O-])c1 (configuration not stated) | 8 | 2% | -1% | 4% | -0.1% | 4 | 4% | -3% | -10 | x | u
COc1ccc(/C=C/C(=O)NC(=S)Nc2ccccn2)cc1 | -5 | 4% | 0% | u | 0.3% | 2 | 2% | -5% | -16 | x | 1
C[C@H]1CN([C@@H](C)CO)C(=O)c2cc(NC(=O)c3ccncc3)ccc2O[C@H]1CN(C)Cc1ccc(C(=O)O)cc1 | 18 | x | 4% | -8% | 0.0% | x | 0% | 4% | -19 | x | -4
CCCNC(=O)C(Cc1ccccc1C)NC(=O)c1ccc(C(F)(F)F)cc1 (configuration not stated) | -40 | x | 1% | 4% | 12% | x | 0% | -2% | -7 | x | -4
C/C(=N/NS(=O)(=O)c1ccc(C)cc1)c1c(O)c2ccccc2oc1=O | -2 | -5% | 3% | -19% | -0.7% | 17 | u | -3% | 15 | 0% | 14
CCOc1cc(NC(=S)Nc2cccc(OC)c2)c(OCC)cc1NC(=O)C(C)C | 3 | -1% | -4% | -11% | 0.5% | -4 | 5% | -2% | 14 | -1% | 0
Cn1c(NNC(=O)C(c2ccccc2)c2ccccc2)cc(=O)n(C)c1=O | -9 | -1% | 9% | 6% | 0.8% | -8 | u | 0% | 7 | 1% | 6
CC(C)CC(NC(=O)C1CCCN1C(=O)[C@@H](C)NC(=O)OCc1ccccc1)C(=O)NCC(N)=O (some centres not stated) | 1 | 0% | 2% | -10% | -0.5% | 1 | -1% | -5% | -18 | x | -11
O=C(O)CS(=O)(=O)c1ccc(Oc2ccc(S(=O)(=O)CC(=O)O)cc2)cc1 | 1 | -2% | 5% | 21% | 0.3% | 0 | 2% | -2% | -1 | 9% | 14
Cc1nc(SCC(=O)NCCc2ccccc2)c2c(=O)n(C)c(=O)n(C)c2n1 | 4 | -2% | 1% | 14% | -0.8% | 1 | 1% | 10% | -7 | 4% | 4
O=C(NCCCn1ccnc1)c1ccc(S(=O)(=O)Nc2ccccc2)cc1 | 11 | -1% | -1% | 13% | -0.2% | 1 | u | -3% | -5 | -1% | -1
COc1cc(/C=C/C(=O)OCC(=O)c2c(N)n(C)c(=O)n(C)c2=O)ccc1O | x | 3% | 3% | 11% | 0.0% | 1 | 3% | 8% | 10 | 5% | -1
CC(C)(C)OC(=O)N1CCC(CNC(=O)c2ccccc2)CC1 | 5 | x | 0% | -5% | -0.5% | 1 | -1% | 0% | u | u | -2
Cc1cnccc1NC(=O)c1cccs1 | x | 0% | -6% | 4% | -0.4% | 1 | 5% | 4% | 4 | 1% | -15
CN(C)S(=O)(=O)c1ccc(C(=O)NCc2cccs2)cc1 | 17 | -1% | -2% | 7% | 0.4% | 1 | u | x | -11 | 6.3µM* | 13
CCc1nnc(NC(=O)CN2CCN(Cc3cccc(F)c3)CC2)s1 | 3 | -6% | 4% | 7% | u | x | u | -2% | -5 | 0% | 11
COc1ccc(OC)c(NC(=S)N2CCN(C(=O)C3CCCO3)CC2)c1 (configuration not stated) | 32 | 3% | 2% | -3% | -0.1% | x | -2% | 14% | 1 | x | -3
COc1ccc(C2OCC3(CO2)SC(N)=NC3=O)cc1 (configuration not stated) | -12 | -3% | -7% | 4% | 0.0% | 3 | 21% | 4% | -1 | -8% | -12
COc1cc(OC)cc(C(=O)OCC(=O)N2CCCC2)c1 | -14 | -1% | 2% | u | 0.5% | 2 | -1% | -1% | -10 | 0% | 15
CCOC(=O)N1CCN(S(=O)(=O)c2ccc3c(c2)SC(C)C(=O)N3)CC1 (configuration not stated) | -2 | 2% | 0% | 0% | -0.4% | -1 | -10% | -4% | 1 | 1% | -22
CCOC(=O)Cn1c(-c2ccc(Cl)nc2)nc2ccccc21 | -1 | -1% | 1% | 5% | 0.1% | 2 | 5% | x | -9 | -2% | -22
COc1ccccc1NS(=O)(=O)c1cccc(C(=O)NCc2ccco2)c1 | 12 | -4% | 8% | 7% | -0.8% | 1 | 0% | -1% | -17 | -3% | 1
Cc1ccc(NC(=O)NC2C(NC(=O)Nc3ccc(C)cc3)N(C)C(=O)N2C)cc1 (configuration not stated) | -2 | 1% | 0% | 3% | -0.1% | 3 | u | x | -10 | 0% | -11
CCOc1ccc2c(c1)C(c1ccc(C)cc1)=NNC(c1ccc(C)cc1)=N2 | -31 | 2% | 2% | -5% | -0.9% | -9 | 0% | -18% | -8 | -5% | -20
